Tb PYK inh: blocks Trypanosoma brucei pyruvate kinase; actives 0.12% (n = 410,000); Q57TT1; Potency, µM (series often up to 76.8 µM), for the others: at the top dose activity, negative = inhibition, usual class: inhibitors; TbPYK enzyme, Kinase-Glo Plus ATP luminescence, 45 min; AID 624173; further: potency means the concentration at half of the fitted maximal effect; on the % scale 0 is the no-effect control and ±100 the full control effect; nearly all actives have a fitted effect of over 50% in size
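ADP (130 uM final) triggers the TbPYK reaction after compound addition; incubation is 45 min at room temperature. Kinase-Glo Plus is then added and luminescence imaged. Normalized data are fitted to concentration-effect curves.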
LmPK inh: blocks Leishmania mexicana pyruvate kinase activity; Potency, µM (top dose mostly 57.5 µM), for the others: at the highest dose activity change, negative = inhibition, actives largely listed as inhibitors; actives 0.37% (n = 290,000); AID 1721; purified LmPK, Kinase-Glo ATP luminescence, 1 h; Q27686; further: potency means the concentration at half of the fitted maximal effect; on the % scale 0 is the no-effect control and ±100 the full control effect
Target sequence (Q27686 whole entry, looked up): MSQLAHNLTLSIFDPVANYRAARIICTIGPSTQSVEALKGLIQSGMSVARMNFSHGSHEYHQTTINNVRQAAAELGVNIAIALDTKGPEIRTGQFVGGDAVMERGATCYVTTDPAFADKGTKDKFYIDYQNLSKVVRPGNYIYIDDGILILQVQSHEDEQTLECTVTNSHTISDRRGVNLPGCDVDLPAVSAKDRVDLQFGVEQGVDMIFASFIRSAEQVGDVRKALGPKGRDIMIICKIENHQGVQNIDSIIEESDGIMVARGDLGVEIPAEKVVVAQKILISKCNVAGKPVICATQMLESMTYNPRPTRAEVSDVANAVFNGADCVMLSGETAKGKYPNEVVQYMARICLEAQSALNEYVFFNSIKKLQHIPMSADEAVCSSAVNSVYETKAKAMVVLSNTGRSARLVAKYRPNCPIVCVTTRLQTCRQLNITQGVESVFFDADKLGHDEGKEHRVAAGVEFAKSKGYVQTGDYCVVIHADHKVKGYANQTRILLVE
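Purified LmPK (0.1 nM) with 0.5 mM PEP and 0.1 mM ADP in imidazole buffer pH 7.2 with MgCl2/KCl, 1 h at room temperature. ATP formed was read by luciferase luminescence and normalized to no-enzyme and uninhibited controls.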
AmpC no deterg: blocks E. coli AmpC beta-lactamase in detergent-free assay; actives 0.52% (n = 330,000); P00811; Potency, µM (titrated, usually from 57.1 µM), for the others: at the highest dose activity change, negative = inhibition, actives largely listed as inhibitors; AmpC nitrocefin hydrolysis, absorbance 480 nm, 0.0001% Triton; AID 485341;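 further: potency means the concentration at half of the fitted maximal effect; plate controls were no compound for no effect and no enzyme for full effect; nearly all actives have a fitted effect of over 20% in size; some results filed as inactive show a strong effect at the top dose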
Target sequence (P00811 whole entry, looked up): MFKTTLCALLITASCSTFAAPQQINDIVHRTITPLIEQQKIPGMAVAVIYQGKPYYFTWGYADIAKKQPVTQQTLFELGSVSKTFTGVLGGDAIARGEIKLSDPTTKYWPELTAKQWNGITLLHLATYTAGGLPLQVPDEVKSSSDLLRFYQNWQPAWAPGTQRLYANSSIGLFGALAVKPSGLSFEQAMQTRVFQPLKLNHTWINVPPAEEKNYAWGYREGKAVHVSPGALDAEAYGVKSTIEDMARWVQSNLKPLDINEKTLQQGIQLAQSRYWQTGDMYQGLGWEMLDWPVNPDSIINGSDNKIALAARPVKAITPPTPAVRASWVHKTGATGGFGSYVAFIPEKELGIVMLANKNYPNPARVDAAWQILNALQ
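20 mM phosphate pH 7.0 + 0.01% (detergent screen) or 0.0001% Triton X-100; 5.3 nM AmpC reagent; cpd preinc 15 min RT; nitrocefin (800 uM stock) to start; A480 q20 s × 4 min; Activity was normalised to no-enzyme and no-compound control wells.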
Shiga toxin inh: inhibitors of Shiga toxin in Vero cells | Vero cells, Shiga toxin protein synthesis inhibition reporter | inhibition, % at 38.7 µM | actives 9.2% (n = 290,000); in the data active means inhibition mostly above about 28%, no sharp cut-off; inactive means mostly below about 43%; further: 0% is about no effect
Pf growth 48h: inhibits P. falciparum growth in the first generation, 48 h | P. falciparum luciferase growth in erythrocytes, 48 h | Potency, µM (highest dose often 28.7 µM), for inactives: top-dose activity change, negative = inhibition, usual class: inhibitors | actives 5.9% (n = 310,000) | AID 504832; further: potency means the concentration at half of the fitted maximal effect; on the % scale 0 is the no-effect control and ±100 the full control effect
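Parasite viability was followed by luminescence of a genomically integrated firefly luciferase. Cultures held 0.1% parasitemia at 2% hematocrit (final), incubated under 5% CO2 at 37 C.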
Cycloheximide cs: affects cycloheximide protein synthesis inhibition readout, counter-screen | max response, % | AID 2314 | cell reporter, cycloheximide protein synthesis inhibition counterscreen | actives 12% (n = 300,000); in the data active means max response mostly above about 13%, no sharp cut-off; inactive means mostly below about 14%; further: read at 38.3 µM for the half of the compounds with a filed dose; 0% is about no effect
Pf growth 96h: P. falciparum growth inhibition at 96 hours. P. falciparum luciferase reporter growth, 96 h. Potency, µM (doses to about 28.7 µM), for the others: at the top dose activity change, negative = inhibition, usual class: inhibitors. actives 6.9% (n = 320,000); further: potency means the concentration at half of the fitted maximal effect; on the % scale 0 is the no-effect control and ±100 the full control effect
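Compounds incubated with erythrocytes infected by luciferase-expressing P. falciparum (2% hematocrit, 0.05% parasitemia final) for 96 hours, 37 C in 5% CO2. Growth inhibition scored as decreased luciferase luminescence.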
* = called active by the depositor; ? = inconclusive; / = no result given; [ ] = dose if it differs, or a comment. Unless noted, the call rests on the fitted dose curve; in most records, active means well fitted curve in the direction sought with a large enough effect; inconclusive means small, poorly fitted or top-dose-only effect, or another doubt; inactive means no such curve, though single readings can be large; an effect the other way counts as inactive or inconclusive. Rows were taken by chance (roughly 22% active in at least one column).

| Molecule | Tb PYK inh | LmPK inh | AmpC no deterg | Shiga toxin inh | Pf growth 48h | Cycloheximide cs | Pf growth 96h |
| --- | --- | --- | --- | --- | --- | --- | --- |
| CCCCNC(=O)c1cn(CC)c2ccc(S(=O)(=O)N3CCCC3)cc2c1=O | 0% | -1% | 46% | -12 | ? | 8 | -27% |
| O=C(NC1CCCCCC1)c1c2c(nc3ccccc13)CCN(Cc1ccccc1)C2 | 0% | 0% | -18% | 2 | 6% | -3 | -29% |
| CC(C)(C)c1cc(=O)[nH]c(SCc2ccccc2Cl)n1 | 1% | 13% | -15% | -14 | -1% | -2 | 12% |
| CCOc1c2ccc(C(=O)NCc3cc(C(F)(F)F)cc(C(F)(F)F)c3)cc2nn1CCOC | -7% | 4% | 64%[activator] | 32 | ? | -2 | 17% |
| O=C(CCc1nc2ccccc2[nH]c1=O)OCc1ccc(S(=O)(=O)N2CCOCC2)cc1 | -37% | -2% | -5% | -3 | ? | -3 | -42% |
| O=C(C1CCCO1)N1CCN(S(=O)(=O)c2ccc(F)cc2)CC1 (centres undefined) | 1% | / | 0% | / | 0% | / | -5% |
| CN(Cc1ccccc1)c1nc(N)c([N+](=O)[O-])c(NCc2ccccc2)n1 | -1% | 1% | -38% | -7 | ? | -3 | ? |
| CN(C(=O)CSc1nnc(-c2ccccc2F)o1)c1ccccc1 | -6% | / | -21% | / | 6% | / | ? |
| CC(C)N1CSC(=S)N(Cc2ccccc2)C1 | 1% | -5% | 62%[activator] | 29 | 10% | 16 | 4% |
| OCc1ccc(-c2nn(Cc3ccccc3)c3ccccc23)o1 | -14% | / | -13% | / | -25% | / | 15% |
| Cc1ccc(NS(=O)(=O)c2ccc3c(c2)NC(=O)C(C)C(=O)N3)c(Br)c1 (centres undefined) | 0% | 0% | -30% | -7 | 27% | -3 | 44%[activator] |
| COc1ccc(C)cc1N(C(=O)COc1cccc(F)c1)c1nc2ccccc2s1 | -1% | -2% | -28% | 13 | 0.74µM* | 11 | ? |
| COc1ccc(-c2csc(NC(=O)c3cccs3)c2C(=O)O)cc1OC | -7% | -18% | 86%[activator] | 28* | ? | 28 | -4% |
| CCC(=O)NCCNc1nc2cc(C)c(C)cc2cc1C#N | -2% | 3% | -9% | -20 | 10% | -4 | 5% |
| CCn1c(-c2cccnc2)n[nH]c1=S | ? | -5% | -8% | 10 | ? | -2 | 19% |
| CCC1CCC(c2nnc(-c3ccc([N+](=O)[O-])cc3)o2)CC1 (centres undefined) | -4% | -2% | -7% | 14 | 34%[activator] | 13 | 17% |
| COc1ccc(NC(=O)CN(c2ccccc2F)S(=O)(=O)c2ccc(C)cc2)cc1 | 1% | -2% | -39% | 4 | -6% | -1 | 0% |
| O=C(O)COCC(=O)N1CCN(C(c2ccccc2)c2ccccc2)CC1 | -16% | -3% | -10% | 11 | -12% | 0 | 5% |
| CCOC(=O)c1cc(-c2ccc(C)cc2)nc2nc(SC)[nH]c(=O)c12 | 5% | 2% | -1% | -3 | 19% | -2 | -2% |
| O=C1c2ccccc2C(O)(c2ccccc2)N1CCc1ccccc1 (centres undefined) | 7% | -2% | -5% | -4 | ? | 1 | ? |
| CCN1CCN(C(=O)/C=C/c2ccc([N+](=O)[O-])cc2)CC1 | -9% | 0% | 8% | -4 | 19% | 6 | 21% |
| N/C(=N\c1nc2c(c(=O)[nH]1)CCC2)Nc1cccc(Cl)c1 | -8% | 0% | -14% | 33 | 10% | -1 | ? |
| OCC1OC(O)C(O)C(O)C1O (centres undefined) | 4% | / | / | -4 | -9% | -1 | ? |
| CCOC(=O)C1(Cc2cccc(OC)c2)CCN(C(C)CC(C)(C)O)CC1 (centres undefined) | 3% | -3% | -11% | 1 | 21% | -4 | 41%[activator] |
| CCOCCCNc1ncnc2c1[nH]c1ccccc12 | -16% | -2% | -25% | -2 | 10µM* | 13* | ? |
| COc1ccc(C)cc1NC(=O)c1nnn(Cc2cccc(C(F)(F)F)c2)c1N | 0% | 9% | -27% | 6 | -2% | 0 | 13µM* |
| Cc1ccc(OCCCn2ccnc2)c(Br)c1 | 14% | -4% | 16% | 33 | ? | 20* | -18% |
| CCOC(=O)c1ccc(NC(=O)CC2OCCN(CC)C2=O)cc1 (centres undefined) | 0% | -2% | -24% | 10 | 86%[activator] | -2 | / |
| CC1=C(C(=O)Nc2ccccn2)C(c2ccc(Cl)cc2Cl)NC(=S)N1 (centres undefined) | -1% | -3% | ? | 111* | ? | 35* | 47% |
| CC(=O)c1ccc(OCc2cc(C(=O)NC3CCCCC3)no2)cc1 | -12% | -4% | -4% | 76* | 41%[activator] | 31* | 0% |
| CSc1nc(SCC(N)=O)c2c3c(sc2n1)CN(C)CC3 | -4% | 9% | 5% | -12 | 3.3µM* | 1 | 0.59µM* |
| O=C1CSC(c2cccnc2)N1c1ccc(F)cc1 (centres undefined) | -3% | 5% | -19% | -14 | 10% | -3 | / |
| O=C(NCc1ccncc1)c1cncc(Br)c1 | -9% | -2% | -19% | 20 | 250%[activator] | 0 | 46%[activator] |
| O=C(c1ccc(Cl)cc1)c1ccc(CN2C(=O)c3ccccc3C2=O)o1 | -3% | 1% | -3% | -13 | 0% | -1 | 16% |
| Cc1ccccc1C(=O)c1cccn1CC(=O)NCCCc1ccccc1 | 6% | -1% | 8% | -5 | 12% | 1 | ? |
| CCc1sc(NC(=O)CN2CCC(C(N)=O)CC2)nc1-c1ccccc1 | -1% | -6% | 113%[activator] | -6 | 10% | 2 | 180%[activator] |
| CC1C/C(=N/N2C(=O)CSC2=S)CC(C)(C)C1 (centres undefined) | -1% | -1% | -36% | -3 | 31% | -3 | 13µM* |
| O=C(c1ccc(NS(=O)(=O)c2cccc3cccnc23)cc1)N1CCCCC1 | -4% | 3% | 0% | -7 | -16% | -2 | -19% |
| CCCc1cc(C(=O)Nc2ccc(C(=O)c3ccccc3)cc2)n(C)n1 | -8% | -9% | 32% | 16 | ? | 12 | ? |
| Nc1nc(SCC(=O)NC2CCCCC2)n[nH]1 | -1% | -2% | -14% | -14 | 16% | 1 | 3% |
| Cc1ccc(/C=C2/SC(=S)N(CCCC(=O)Nc3cc([N+](=O)[O-])ccc3O)C2=O)cc1 | 6% | -7% | -23% | -7 | 6% | -3 | 45%[activator] |
| Cc1ccc(S(=O)(=O)NC(=NC(C)C)c2ccccc2)cc1 | 2% | -2% | -9% | 8 | 0% | -3 | -9% |
| O=[N+]([O-])c1cccc(S(=O)(=O)Nc2ccc(-c3ccc(N4CCOCC4)nn3)cc2)c1 | 10% | / | -21% | / | ? | / | 0% |
| O=C(Cc1cccc2ccccc12)Nc1ccccc1Br | -4% | -1% | -13% | / | 3% | -2 | ? |
| CCOC(=O)Cn1cnc2c(sc3nc(C)cc(C)c32)c1=O | -2% | 1% | -5% | 17 | 3% | 20* | 22% |
| COc1cc(CNC2CCCCCCC2)ccc1OCC(N)=O | -2% | -2% | -10% | -5 | -20% | 6 | ? |
| COC(=O)Nc1nn(-c2ccc(Cl)cc2)c(=O)c(C#N)c1C | 2% | 6% | -7% | 2 | ? | -2 | ? |
| COCCn1c(=NC(=O)CCS(=O)(=O)c2ccccc2)sc2cc(F)ccc21 | -1% | -1% | 34% | 12 | -13% | 9 | ? |
| COc1ccc(C(C)=O)cc1COC(=O)CCNS(=O)(=O)c1ccc(C)c(C)c1 | -1% | / | -2% | / | -7% | / | ? |
| Cc1ccccc1Nc1nc(N)nc(CSc2nc3ccccc3c(=O)n2C)n1 | -6% | 1% | -22% | -12 | -12% | -1 | / |
| CN1C(=O)/C(=C\c2ccccc2OCc2ccccc2)SC1=S | -12% | 0% | -17% | -5 | 22% | 8 | ? |
| Cc1ccc(OCC(=O)NC2CCS(=O)(=O)C2)c([N+](=O)[O-])n1 (centres undefined) | 0% | / | -7% | / | 7% | / | -4% |
| Cc1ccc(NS(=O)(=O)c2cc([N+](=O)[O-])ccc2N/N=C/c2sc(N3CCOCC3)nc2-c2ccccc2)c(C)c1 | -1% | -10% | -36% | -18 | ? | -4 | ? |
| NNC(=O)CNC(c1ccccc1)c1cc(Br)ccc1N (centres undefined) | -1% | 6% | 9% | 13 | ? | 1 | ? |
| Cc1cccc2cc(C#N)c(NCCCn3ccnc3)nc12 | -3% | 0% | 23% | 24 | ? | -5 | ? |
| CCc1ccccc1NC(=O)Nc1cccc(F)c1 | 6% | -13% | -16% | 23 | 24% | 15 | 35%[1.15 µM] |
| COc1ccc(S(=O)(=O)O/N=C2\CCCc3ccccc32)cc1 | -3% | 9% | -11% | 12 | / | 2 | -27% |
| CN(C)c1ccc(/C=C/C(=O)c2cccnc2)cc1 | -5% | -29% | -10% | 72* | 11% | 42* | 32% |
| O=C(CSc1ncccc1C(=O)O)c1ccc2ccccc2c1 | -11% | -12% | -28% | 100* | 120%[activator] | 45* | / |
| CCc1cc(=O)oc2c3c(cc(OCC(=O)NCCCCCC(=O)O)c12)OC(C)(C)CC3 | -5% | 2% | -8% | -5 | ? | -2 | ? |

Further records:
| Molecule | Tb PYK inh | LmPK inh | AmpC no deterg | Shiga toxin inh | Pf growth 48h | Cycloheximide cs | Pf growth 96h |
| --- | --- | --- | --- | --- | --- | --- | --- |
| O=C(CCn1c(=O)oc2cc(Cl)ccc21)Nc1ccc(O)cc1 | 9% | 0% | -20% | -4 | 16% | -2 | ? |
| CC1CCN(C(=O)COC(=O)c2ccc(=O)n(Cc3ccccc3)n2)CC1 | -3% | / | 11% | / | -12% | / | 55%[activator] |
| Nc1ccc(Sc2nnnn2-c2ccccc2)c(Cl)c1 | 3% | -10% | -20% | -2 | 25% | -3 | / |
| CCc1ccccc1S(=O)(=O)Cc1ccc(C(=O)NCCc2ccccc2)o1 | -11% | -2% | -17% | 6 | -5% | 16 | ? |

Assay outcomes from PubChem.
